IL-2 act – activates IL-2 in a cell-based reporter assay. 360,000 compounds, 0.065% hits. activation, % (series mostly up to about 46 µM). IL-2 activation reporter assay, cell-based qHTS; stimulated with anti-CD3/CD4/CD28 beads; in transgenic mouse T cells; in the data active = activation above about 50%; inconclusive = mostly about 30% to 49%; note: 0% is about no effect
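Using fluorescent plate cytometry, EGFP and DsRed are detected in transgenic mouse T cells stimulated 18 h at 37 degrees C with antibody-coated beads after 60 min compound pretreatment.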
PLK1 PBD inh – inhibitors of human PLK1 polo-box domain binding; Potency, µM, for inactives: max response, negative = inhibition, actives largely listed as inhibitors; 360,000 compounds, 2.8% hits; P53350; Plk1 PBD binding of FITC phosphopeptide, fluorescence polarization; note: potency is the fitted concentration of half-maximal effect; series mostly up to about 57 µM; % is set by controls: 0 for no effect and ±100 for the full control effect; nearly all actives have a fitted effect of over 65% in size
Target sequence (P53350 whole entry, looked up, the tested form may be a part): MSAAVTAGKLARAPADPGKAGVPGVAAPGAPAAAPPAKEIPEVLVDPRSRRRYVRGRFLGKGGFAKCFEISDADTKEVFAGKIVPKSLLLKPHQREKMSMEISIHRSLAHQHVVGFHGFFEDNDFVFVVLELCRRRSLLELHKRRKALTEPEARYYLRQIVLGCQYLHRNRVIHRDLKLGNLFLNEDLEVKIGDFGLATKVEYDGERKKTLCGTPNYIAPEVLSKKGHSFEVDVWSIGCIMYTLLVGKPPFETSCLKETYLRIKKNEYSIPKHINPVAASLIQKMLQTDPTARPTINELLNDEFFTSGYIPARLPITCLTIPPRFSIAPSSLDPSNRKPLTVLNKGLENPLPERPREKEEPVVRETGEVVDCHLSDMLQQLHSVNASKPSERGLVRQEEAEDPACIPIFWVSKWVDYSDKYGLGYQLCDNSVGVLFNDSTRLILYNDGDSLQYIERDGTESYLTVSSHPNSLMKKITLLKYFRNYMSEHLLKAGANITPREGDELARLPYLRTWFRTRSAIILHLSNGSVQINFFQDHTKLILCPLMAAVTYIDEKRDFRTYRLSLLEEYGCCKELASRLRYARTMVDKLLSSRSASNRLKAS
aSyn yeast inh – rescues yeast growth from alpha-synuclein toxicity | Yeast expressing alpha-synuclein, growth rescue, BacTiter-Glo, 24 h | Potency, µM (titrated, usually from 46.1 µM), inactives show top-dose growth rescue (activation), usual class: activators | 370,000 compounds, 0.14% hits | AID 652106; note: potency is the fitted concentration of half-maximal effect; % of control where 0% means no effect; nearly all actives have a fitted effect of over 65% in size
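Screening used galactose-induced yeast with toxic alpha-synuclein levels, exposed to compound for 24 hr at 30 deg C. Cell growth, read with BacTiter-Glo luminescence, gave the measured signal.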
PI5P4Ka inh – inhibitors of human PI5P4K alpha. max response, %. PI5P4Kalpha enzyme, ADP-Glo luminescence, 60 min; active compounds read low. 330,000 compounds, 1.2% hits. P48426. AID 652105; active = max response of -50% or lower; inconclusive = between -30% and -50%; inactive = -30% or higher; note: value at the top dose of about 77 µM; % is set by controls: 0 for no effect and ±100 for the full control effect
Target sequence (P48426 whole entry, looked up): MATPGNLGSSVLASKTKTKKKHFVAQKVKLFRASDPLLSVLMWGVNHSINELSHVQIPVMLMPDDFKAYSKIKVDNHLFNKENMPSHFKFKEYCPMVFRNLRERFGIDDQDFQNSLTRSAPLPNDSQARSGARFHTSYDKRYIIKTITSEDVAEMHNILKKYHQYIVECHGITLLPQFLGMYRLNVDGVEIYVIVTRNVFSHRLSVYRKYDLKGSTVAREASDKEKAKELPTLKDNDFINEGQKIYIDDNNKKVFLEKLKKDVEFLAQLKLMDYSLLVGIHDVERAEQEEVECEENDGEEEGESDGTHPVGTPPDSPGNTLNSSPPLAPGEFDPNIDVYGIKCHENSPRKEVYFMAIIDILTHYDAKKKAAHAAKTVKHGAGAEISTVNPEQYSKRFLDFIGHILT
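Reactions run in 0.038 M HEPES pH 7.4, 0.28 mM EGTA, 0.1% CHAPS and 5% DMSO, with PI5P4Kalpha, substrate, compound and 5 microM ATP final, one hour at room temperature. Readout is ADP-Glo luminescence.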
FUS yeast rescue – rescues growth of FUS-expressing yeast; S. cerevisiae FUS-expressing, growth rescue, OD600, 24 h; Potency, µM (titrated, usually from 76.6 µM), for inactives: top-dose growth rescue (activation), hits mostly activators; 390,000 compounds, 0.24% hits; AID 1347120;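 note: potency is the fitted concentration of half-maximal effect; plate controls were DMSO vehicle for no effect and reference control for full effect; nearly all actives have a fitted effect of over 55% in size; some results filed as inactive show a strong effect at the top dose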
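Cultures pregrown in 2.5% raffinose medium are shifted to minimal medium containing 2% galactose to express toxic FUS. Compounds are tested at several concentrations. After 24hr at 30C, growth is quantified at 600 nm absorbance.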
EPAC1 antag – blocks human EPAC1 exchange factor; AID 720709; EPAC1 GEF assay, Rap1b-BODIPY-GDP exchange fluorescence; 360,000 compounds, 0.14% hits; Potency, µM (titrated, usually from 115 µM), for the others: at the highest dose activity change, negative = inhibition, actives largely listed as inhibitors;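 note: potency is the fitted concentration of half-maximal effect; plate controls were vehicle for no effect and positive control for full effect; nearly all actives have a fitted effect of over 50% in size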
WRN helicase inh – inhibitors of human WRN helicase. Q14191. WRN helicase unwinding, fluorescent forked duplex, kinetic. Potency, µM (doses to about 114 µM), inactives show at the top dose activity change, negative = inhibition, usual class: inhibitors. 360,000 compounds, 0.46% hits; note: potency is the fitted concentration of half-maximal effect; % is set by controls: 0 for no effect and ±100 for the full control effect; nearly all actives have a fitted effect of over 55% in size
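Kinetic fluorescence helicase assay: unwinding of a quenched forked DNA duplex (100 nM final) with 2 mM ATP final raises red fluorescence (525/598 nm). Compounds sat 15 min at room temperature with 20 nM WRN beforehand.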
Abeta yeast res – restores growth of yeast expressing A-beta42 peptide; yeast expressing A-beta42, growth rescue, OD600, 48 h; response scale: 0% DMSO, 100% iron-clioquinol control; Potency, µM (highest dose often 46.1 µM), inactives show at the top dose growth rescue, most hits filed as activators; 410,000 compounds, 0.063% hits; AID 1347071; note: potency is the fitted concentration of half-maximal effect; nearly all actives have a fitted effect of over 55% in size
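Growth rescue measured by 600 nm absorbance after 48 h yeast culture at 30 C with compound. Values normalized between DMSO and an equimolar ferric chloride plus clioquinol control.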
EPAC1 ag – activates human EPAC1 exchange factor; AID 720707; 360,000 compounds, 0.073% hits; Potency, µM (series often up to 154 µM), for the others: at the top dose activation, usual class: activators; O95398; EPAC1 agonist qHTS, biochemical assay; response scale: 100% = response to 6.5 mM cAMP; note: potency is the fitted concentration of half-maximal effect; nearly all actives have a fitted effect of over 60% in size
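Nucleotide exchange by EPAC1 (100 nM) on Rap1B–BODIPY-GDP (250 nM) in the presence of 50 uM GDP is tracked fluorescently at 480/540 nm over 30 min. Signals are normalized to a 6.5 mM cAMP control.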
* hit, by the source's call; ? = inconclusive; · = not tested or not shown; & = joins results of further samples; [ ] = remark or other dose. Unless noted, calls come from the whole dose curve; as a rule, active = well fitted curve in the direction sought with a large enough effect; inconclusive = small, poorly fitted or top-dose-only effect, or another doubt; inactive = no such curve, though single readings can be large; an effect the other way counts as inactive or inconclusive.

SMILES	IL-2 act	PLK1 PBD inh	aSyn yeast inh	PI5P4Ka inh	FUS yeast rescue	EPAC1 antag	WRN helicase inh	Abeta yeast res	EPAC1 ag
O=[N+]([O-])c1ccc(N2CCOCC2)cc1NCc1ccccc1	-0.7	-9%	12%	11	-25%	-19%	-15%	-7%	12%
CCOc1ccc2[nH]cc(S(=O)(=O)c3ccc(F)cc3)c(=O)c2c1	-1.6	2%	0%	0	-7%	-12%	1%	-9%	6%
Cc1[nH]c(=O)[nH]c(=O)c1CSc1nnc([C@@H](NC(=O)OC(C)(C)C)C(C)C)o1	-0.3	-5%	-1%	-1	7%	-16%	1%	1%	-3%
CCn1cc(CN2CCC(C(=O)Nc3ccc(Oc4ccccc4)nc3)CC2)cn1	-2.2	0%	5%	-7	·	-7%	-13%	2%	-2%
CCS(=O)(=O)Nc1cccc(C2=NN(S(C)(=O)=O)C(c3cccs3)C2)c1 (stereo not drawn)	-1.0	11%	0%	2	19%	-2%	-2%	-9%	-10%
Cc1c(Cl)cccc1NC(=O)NCc1ccc(C)n1C	-0.2	-13%	-10%	4	0%	6%	4%	-12%	5%
CO[C@H]1[C@@H]2C=CO[C@@H](O[C@H]3O[C@@H](CO)[C@H](O)[C@@H](O)[C@@H]3O)[C@@H]2[C@@]2(CO)O[C@@H]12	-0.2	-5%	-1%	1	-17%	4%	0%	-9%	-10%
COC(=O)CCCCC1=CCC2C(=O)C=C(O)C2C1 (stereo not drawn)	-0.1	?	-2%	-18	23%	5%	50µM*	-15%	0%
O=C(Cc1ccc(Cl)c(Cl)c1)NC1CCCCCC1	0.0	-4%	5%	-6	-4%	-9%	-3%[57.1 µM]	44%	0%
CC(=O)c1cccc(-n2nnnc2SCC(=O)NNC(=O)C2CCCCC2)c1	-2.7	?	1%	2	15%	-19%	-6%	2%	8%
CC(C)(C)N(Cc1ccccc1)C(=O)c1ccc2c(c1)OCCO2	-0.1	-8%	11%	-8	20%	-4%	7%	2%	9%
COc1ccc(N2CCN(C(C)C(=O)N3CCc4ccccc43)CC2)cc1 (stereo not drawn)	-1.0	-8%	1%	21	37%	-9%	4%	-13%	1%
COc1ccccc1NC1=C(NC(C)=O)C(=O)c2ccccc2C1=O	0.5	?	-3%	?	-11%	6%	2%	-57%[inhibitor]	-11%
O=S(=O)(NCc1ccc(Cl)cc1Cl)c1ccc(N2CCOCC2)nc1	0.7	-7%	4%	6	9%	6%	2%	0%	9%
CCCC/C(C)=N/NC(=O)CN(c1ccc(Br)cc1)S(=O)(=O)c1ccccc1	-1.0	-8%	-10%	0	·	6%	6%	-3%	0%
CC(=O)Nc1cc(C(=O)OCC(=O)c2ccc(C)cc2)ccc1C	0.7	0%	-7%	1	·	-2%	0%	24%	-8%
CSc1nc(-c2ccccc2)nc(N2CCCC2)c1C(C)=O	-3.4	-3%	10%	·	24%	0%	-11%	-7%	12%
CCN1CCCC(OC(=O)Nc2ccccc2)C1 (stereo not drawn)	-0.8	-8%	-2%	2	10%	7%	5%	-8%	-7%
O=C(NCCCN1CCOCC1)c1cc(-c2ccccc2)on1	-3.8	-6%	4%	·	20%	14%	-3%	1%	11%
O=C(NCc1ccc2c(c1)OCO2)C1CCCN1C(=O)Nc1cccc(F)c1 (stereo not drawn)	1.0	1%	-2%	-5	5%	13%	1%	-15%	5%
O=C1[C@@H]2CSCN2C(=O)CN1Cc1c(F)cccc1Cl	1.1	2%	-1%	2	5%	-16%	2%	-13%	0%
Cc1cc(C)cc(NC(=O)CN2CCN(c3ccccn3)CC2)c1	0.1	-8%	-9%	0	-29%	3%	-26%	12%	10%
C(=N\Nc1ncnc2ccccc12)/c1ccccc1	-0.9	-6%	2%	12	-1%	0%	-5%[57.1 µM]	5%	-1%
O=C(c1ccccc1)N1CCC(CC2CC(c3ccc(Cl)cc3)=NO2)(C(=O)NCC2CCCCC2)CC1 (stereo not drawn)	0.4	-5%	3%	2	?	-1%	-1%	-2%	6%
Cc1ccc(N=C/C(C(=O)C(F)(F)F)=C(\O)c2cccs2)cc1	-1.4	-6%	1%	3	14%	0%	0%	-9%	9%
CC(=O)Nc1ccc(C2=NN(CC#N)C(=O)SC2)cc1	0.5	-3%	-1%	·	24%	14%	10%	-20%	7%
O=C(NC1CCCC1)C(c1ccccn1)N(C(=O)c1csnn1)c1ccccc1Cl (stereo not drawn)	-0.3	-6%	0%	-4	-14%	-5%	-2%[57.1 µM]	-14%	5%
CC1=C(C(=O)OCC(C)C)C(c2ccsc2)C2=C(CCCC2=O)N1 (stereo not drawn)	-0.1	0%	11%	-5	11%	-11%	-17%[57.1 µM]	12%	-7%
CN(C)c1ccc(CNC(=O)CCS(=O)(=O)c2ccc3c(c2)oc(=O)n3C)cc1	1.5	2%	1%	8	-1%&11%	-29%	2%	6%&-6%	6%
CC(=O)Oc1ccc(OC(C)=O)c2c1C1C=CC2CC1	-6.7	-16%	0%	-15	·	-17%	?	-5%	3%
COCc1cc(Sc2c(Cl)cccc2Cl)nc(-c2ccccc2)n1	-0.2	-12%	-2%	19	?	4%	-8%	6%	4%
COc1cnc(-c2ccccc2)nc1Oc1ccc(C(C)(C)C)cc1	-1.8	-5%	24%	29	0%	-5%	-17%	6%	7%
Cc1[nH]c(=O)cc2ccccc12	0.6	1%	-9%	0	-30%	10%	5%	9%	3%
COc1ccc(C(=O)Nc2ccc(C(=O)NCC3CCCO3)cc2)c(OC)c1OC (stereo not drawn)	-0.7	-6%	-2%	3	20%	-23%	3%	14%	8%
CCOC(=O)C1=C(C)NC(=O)NC1c1ccc(F)cc1 (stereo not drawn)	-0.2	2%	-6%	-12	-3%	-11%	-4%	6%	-2%
Nc1ncnc2c1ncn2[C@@H]1O[C@H](C(=O)Nc2cc(C(F)(F)F)cc(C(F)(F)F)c2)[C@@H](O)[C@H]1O	0.2	3%	0%	7	3%	-23%	-5%	-3%	-25%
CCC(=O)Nc1ccc(S(=O)(=O)NCc2ccco2)cc1	-2.2	0%	0%	7	3%	11%	5%	5%	-4%
CN1CCN(S(=O)(=O)c2ccc(N)cc2)CC1	-2.8	-4%	-2%	8	-19%	-7%	-6%	1%	6%
O=C(NCC1CC1)c1ccc(Oc2cc(Cl)cc(Cl)c2)o1	0.6	3%	-3%	0	18%	-2%	3%	-18%	2%
CCC(C)n1cnc2c(c1=O)c1nc3ccccc3nc1n2Cc1ccc(OC)cc1 (stereo not drawn)	-0.4	5%	-33%[inhibitor]	15	·	-8%	-7%	3%	-2%
C=CCN1C(=O)C(CC(=O)NCC)SC1=Nc1ccc(S(N)(=O)=O)cc1 (stereo not drawn)	1.7	-8%	0%	·	-8%	6%	-1%	0%	4%
COc1cc2cc(C(N)=O)c(N)nc2cc1OC	0.1	-9%	2%	-3	20%	-7%	-15%	-7%	4%
CCOC(=O)N1CCN(S(=O)(=O)c2ccc(C(=O)N(CCN(C)C)c3nc4ccc(CC)cc4s3)cc2)CC1	-2.6	-7%	3%	-2	-3%	-1%	2%	22%	-7%
O=C(Nc1ccccc1)C1CCN(C(=O)c2ccc([N+](=O)[O-])cc2)CC1	5.3	-8%	2%	-16	4%	3%	-4%	15%	12%
CCOc1ccc(C2C(C(=O)Nc3ccccc3)=C(C)N=c3s/c(=C/c4cccc(OCC(=O)O)c4)c(=O)n32)cc1 (stereo not drawn)	2.9	?	0%	-22	?	?	?	0%	1%

Not a retest: an excerpt of the list.
SMILES	IL-2 act	PLK1 PBD inh	aSyn yeast inh	PI5P4Ka inh	FUS yeast rescue	EPAC1 antag	WRN helicase inh	Abeta yeast res	EPAC1 ag
O=[N+]([O-])c1ccc(N2CCOCC2)cc1NCc1ccccc1	-0.7	-9%	12%	11	-25%	-19%	-15%	-7%	12%
CCOc1ccc2[nH]cc(S(=O)(=O)c3ccc(F)cc3)c(=O)c2c1	-1.6	2%	0%	0	-7%	-12%	1%	-9%	6%
Cc1[nH]c(=O)[nH]c(=O)c1CSc1nnc([C@@H](NC(=O)OC(C)(C)C)C(C)C)o1	-0.3	-5%	-1%	-1	7%	-16%	1%	1%	-3%

(cont.)
SMILES	IL-2 act	PLK1 PBD inh	aSyn yeast inh	PI5P4Ka inh	FUS yeast rescue	EPAC1 antag	WRN helicase inh	Abeta yeast res	EPAC1 ag
O=C(NCc1ccccn1)C(=O)NCC1OCCCN1S(=O)(=O)c1ccc(F)cc1 (stereo not drawn)	-1.4	-5%	0%	-4	·	2%	-18%	1%	13%
Cc1ccccc1Cn1ccc(NC(=O)c2cnn3c2NC(c2ccccc2)CC3C(F)(F)F)n1 (stereo not drawn)	-2.8	-2%	-1%	·	13%	4%	-22%	-11%	9%
C#CCOc1ccc(CNC[C@H]2O[C@@H](n3cnc4c(N)ncnc43)[C@H](O)[C@@H]2O)cc1	1.0	?	2%	1	-7%	2%	-1%	12%	16%
O=c1c2ccccc2nc(SCc2cn3ccsc3n2)n1-c1ccc(F)cc1	-0.5	-2%	-12%	-2	26%	-10%	-8%	7%	14%
CCOC(=O)c1csc(-c2ccc(COC(=O)c3ccccc3)o2)n1	-0.7	3%	-17%	6	43%	-12%	-5%	-1%	1%
Nc1c(C(=O)N/N=C/c2cccnc2)cnn1-c1ccccc1	0.3	-1%	-1%	-9	·	2%	-14%	9%	1%
CCCCOc1ccccc1Cn1c(=O)oc2ccccc21	-0.5	-2%	6%	22	-10%	0%	-10%	22%	21%
Cc1nnsc1NC(=O)OCc1ccc(C(C)(C)C)cc1	0.6	-8%	0%	12	21%	2%	-7%	5%	-5%
COc1ccccc1/C=C(\NC(=O)c1ccc(OC)c(OC)c1)C(=O)Nc1cccc([N+](=O)[O-])c1	-1.2	-5%	3%	6	10%	2%	-1%	-10%	13%
O=C(O)c1ccc(COc2ccc([N+](=O)[O-])cc2Cl)cc1	-2.1	-3%	0%	-14	?	-4%	20%	-9%	1%
CCC(C)(C)C1CCc2[nH]nc(C(=O)NCc3ccc(Cl)cc3)c2C1 (stereo not drawn)	-0.5	-2%	-4%	10	-16%	-3%	-2%	2%	-11%

Assay outcomes as filed in PubChem.
